KLK7 zymogen act: proKLK7 zymogen activators, primary screen, biochemical, fluorescence intensity; Kallikrein-7 (Homo sapiens), P49862; purified proKLK7, EDANS-DABCYL substrate fluorescence; 100% is mature enzyme control, 0% vehicle; activation, % at 7 µM; 370,000 compounds, 0.9% hits; AID 652039, 2013;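 active = activation above the mean of all tested compounds plus 3 SD, computed per campaign excluding outliers beyond control limits, cut at about 13% in these data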
Target sequence (P49862 whole entry, looked up): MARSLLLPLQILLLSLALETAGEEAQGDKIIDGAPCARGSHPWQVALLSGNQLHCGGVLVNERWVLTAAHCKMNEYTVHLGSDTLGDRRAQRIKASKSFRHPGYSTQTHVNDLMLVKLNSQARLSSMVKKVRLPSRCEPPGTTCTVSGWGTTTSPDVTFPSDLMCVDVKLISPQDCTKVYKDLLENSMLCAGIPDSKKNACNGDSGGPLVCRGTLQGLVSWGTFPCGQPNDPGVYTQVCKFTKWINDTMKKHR
SIAE primary: human SIAE inhibitors, primary screen, biochemical, fluorescence polarization, FP-Rh probe, 1536-well HTS; 370,000 compounds, 0.69% hits; Sialate O-acetylesterase (Homo sapiens), Q9HAT2; inhibition, % at 9.66 µM; SIAE FP-Rh probe binding;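 active = inhibition above a cutoff: mean of compounds within the control limits plus 3 SD of those, cut at about 17% in these data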;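 note: 0% = plate median of compound wells and 100% = probe without SIAE protein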
Tn7 DDE FP: inhibitors of Tn7 peptide binding to fibrin DD(E), primary screen, biochemical, fluorescence polarization, human fibrin, Tn7 probe. FP displacement of FITC-Tn7 peptide from fibrin DD(E); 0% = median of compound wells per plate. AID 720508, 2013. inhibition, % at 8.3 µM. 370,000 compounds, 0.13% hits;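 active = inhibition above the mean of compounds falling within the control limits plus 3 SD of them, cut at about 14% in these data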;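 note: 0% = plate median of compound wells and 100% = 10 µM Aha-Tn7 peptide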
Target sequence (P02675 whole entry, looked up): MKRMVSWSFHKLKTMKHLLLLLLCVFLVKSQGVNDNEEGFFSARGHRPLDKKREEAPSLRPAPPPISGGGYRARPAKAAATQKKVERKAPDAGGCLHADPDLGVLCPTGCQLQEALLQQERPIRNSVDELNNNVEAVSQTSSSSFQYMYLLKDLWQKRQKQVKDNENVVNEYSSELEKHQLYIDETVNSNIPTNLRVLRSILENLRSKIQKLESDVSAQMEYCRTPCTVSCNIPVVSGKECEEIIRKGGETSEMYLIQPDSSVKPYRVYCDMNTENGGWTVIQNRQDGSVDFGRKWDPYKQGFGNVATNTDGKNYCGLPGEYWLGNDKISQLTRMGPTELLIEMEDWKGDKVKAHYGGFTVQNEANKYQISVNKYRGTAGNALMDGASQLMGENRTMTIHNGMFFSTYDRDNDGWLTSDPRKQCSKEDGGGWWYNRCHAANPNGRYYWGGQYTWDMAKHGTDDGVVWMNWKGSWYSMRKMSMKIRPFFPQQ
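Assay system: Fibrin-DD(E) protein isolated from polymerized human fibrin clots; read-out basis: percent inhibition; medium: Tris/NaCl/CaCl2 buffer, pH 7.8; signal: FP measurement; incubation: 10 min plus 3 h, room temperature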
MBD2 DNA inh: inhibitors of MBD2 binding to methylated DNA, primary screen, biochemical, TR-FRET, DNA-binding domain, human; MBD2 binding to methylated oligonucleotide; inhibition, % at 4.4 µM; 370,000 compounds, 0.31% hits; AID 686964, 2013; in the data active = inhibition above about 13%
UHRF1 binding: UHRF1 methylated DNA binding inhibitors, primary screen, counter-screen for MBD2 inhibitor project, biochemical, TR-FRET, human UHRF1, single concentration; E3 ubiquitin-protein ligase UHRF1 (Homo sapiens), Q96T88; UHRF1 binding to methylated oligo; inhibition, % at 4.4 µM; 370,000 compounds, 0.75% hits; in the data active = inhibition above about 21%;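 note: UHRF1 SRA domain binding a hemimethylated CpG hairpin DNA probe; 0% = median of test compound wells and 100% = reference inhibitor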
TCR-CD3 inh: inhibitors of human TCR-CD3 interaction, primary screen, biochemical, fluorescence, TAMRA-labeled TCR probe. inhibition, % at 9.4 µM. 360,000 compounds, 0.37% hits. T-cell receptor (TCR); in the data active = inhibition above about 19%;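 note: recombinant mutant TCR 2C K166C tagged with TAMRA read by polarization; 0% = receptor in buffer alone and 100% = receptor with positive control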
LEDGF integ inh: blockers of LEDGF/p75-dependent integrase strand transfer – biochemical, TR-FRET, high throughput, primary screen; TR-FRET IN-LEDGF/p75 DNA integration, Eu/Cy5; 370,000 compounds, 0.64% hits; inhibition, % at 3.7 µM;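 active = inhibition above the screen-wide mean plus 3 SD, cut at about 13% in these data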;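 note: signal is the Cy5 over europium emission ratio at 671 and 618 nm; 0% = plate median of compound wells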
TDP2 absorb: human TDP2 enzyme inhibitors, primary screen, biochemical, epi absorbance, recombinant enzyme | Tyrosyl-DNA phosphodiesterase 2 (Homo sapiens), O95551 | T5PNP hydrolysis, p-nitrophenol absorbance 415 nm | inhibition, % at 12.8 µM | 370,000 compounds, 0.34% hits | AID 720702, 2013;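 active = inhibition above the mean of all tested compounds plus 3 SD, set per campaign, cut at about 25% in these data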;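 note: 0% = DMSO with enzyme and 100% = buffer with substrate but no TDP2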
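test system = human TDP2 enzyme | input = TDP2 enzyme at 120 nM final | medium = 50 mM Tris-HCl pH 7.5 with Mg2+, KCl, DTT, BSA | also added = T5PNP substrate, 5 mM | times = 2 h at 37 °C | technique = epi absorbance | benchmarks = high control without enzyme, low control DMSO plus TDP2 | replication = each compound tested once, singlicate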
DDE Tn6 FP inh: inhibitors of Tn6 peptide binding to fibrin DD(E), primary screen, biochemical, fluorescence polarization, human fibrin, Tn6 probe | Fibrinogen beta chain (Homo sapiens), P02675 | Fibrin DD(E) TRITC-Tn6 fluorescence polarization displacement | inhibition, % at 8.3 µM | 370,000 compounds, 0.21% hits | AID 720509, 2013;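 active = inhibition above a per-campaign cutoff: mean of compounds within control limits plus 3 SD, cut at about 15% in these data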;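 note: 0% = median of all compound wells on the plate and 100% = blocking peptide control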
PRMT1 FP inh: PRMT1 methyltransferase inhibitors, primary screen, biochemical, fluorescence polarization | Protein arginine N-methyltransferase 1 (Homo sapiens), Q99873 | recombinant PRMT1, activity-based probe fluorescence polarization | inhibition, % at 2.79 µM | 370,000 compounds, 1.3% hits;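 active = inhibition above about 21% made by adding two undisclosed values, limit read from the data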
Target sequence (Q99873 whole entry, looked up): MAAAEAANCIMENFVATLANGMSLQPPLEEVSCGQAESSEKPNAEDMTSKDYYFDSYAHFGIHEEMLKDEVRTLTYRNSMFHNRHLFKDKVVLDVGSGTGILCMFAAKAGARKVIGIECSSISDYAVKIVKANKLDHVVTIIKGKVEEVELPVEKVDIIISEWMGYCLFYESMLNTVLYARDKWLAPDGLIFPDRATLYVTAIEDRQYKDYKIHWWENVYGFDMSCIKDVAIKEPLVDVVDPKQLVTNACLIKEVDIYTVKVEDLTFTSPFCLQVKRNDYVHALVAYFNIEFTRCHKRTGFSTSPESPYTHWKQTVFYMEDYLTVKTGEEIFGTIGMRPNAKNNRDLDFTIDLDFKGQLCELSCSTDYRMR
The depositor's hits bear a star; x = no result given. Compounds as they come, and some 4.6% of all compounds hit somewhere here.

SMILES	KLK7 zymogen act	SIAE primary	Tn7 DDE FP	MBD2 DNA inh	UHRF1 binding	TCR-CD3 inh	LEDGF integ inh	TDP2 absorb	DDE Tn6 FP inh	PRMT1 FP inh
COc1ccc2[nH]c3c(c2c1)CCN1C(=O)C(CC(=O)NC(C)(C)C)C[C@H](C(=O)N2CCOCC2)[C@@]31CCC1CCCC1 (stereo partly specified)	0.4	1	-3	0	1	1	-1	-6	2	-2
COc1ccc2c(c1)C[C@@H]1CC(C)(C)CN1S2(=O)=O	x	1	-5	0	0	x	-3	1	4	-3
N#CC1=C(N)Oc2n[nH]c(-c3cccnc3)c2C1c1ccc([N+](=O)[O-])o1 (stereo unspecified)	0.3	8	2	-5	-3	-1	0	17	4	6
CCN(CC)CCCNC(=O)CSc1nc(C)cc(C)n1	1.1	-4	4	2	0	5	5	4	-6	-2
CCOC(=O)c1ccc(Nc2ncnc3c2cnn3C)cc1	0.0	-9	-3	-3	4	-1	-7	-1	5	0
O=S(=O)(CCN1CCN(c2ccccc2O)CC1)c1cc(Cl)ccc1Cl	-0.3	7	-4	-5	-4	6	4	1	-4	2
COc1ccc(CC(N)c2csc(NC(=O)Nc3ccccc3C(C)(C)C)n2)cc1 (stereo unspecified)	-0.4	-6	1	1	0	-4	4	0	-3	0
COc1cc(C(=O)O)ccc1OCc1c(C)noc1C	0.1	-4	-2	-6	2	-9	1	4	4	2
Cc1cc(C)c(C#N)c(SCCS(=O)(=O)Cc2ccc(Cl)cc2)n1	-0.8	-2	-2	-7	0	-4	4	7	-2	-1
Cc1cc(C)nc(SCC(=O)Nc2ccc(S(=O)(=O)NC(C)(C)C)cc2)n1	-0.3	9	-3	-1	1	8	2	2	-3	-2
Cc1ccc(CNC(=O)c2ccc(N3CCC4(CC3)CC(c3ccccc3)=NO4)c(N)c2)cc1	-0.5	-3	-5	3	1	1	1	-13	1	1
CCC(OC(=O)c1cccs1)C(=O)NCc1ccco1 (stereo unspecified)	-0.2	-2	2	5	3	-3	-1	-10	0	4
CN(N)C(=S)Nc1ccc(F)cc1	0.5	5	3	-5	0	0	-6	-9	-6	2
CCOc1ccc(CCNC(=O)C2CCN(S(=O)(=O)CC)CC2)cc1OCC	0.2	0	8	-3	-2	4	4	-1	7	-1
O=P(c1ccccc1)(c1ccccc1)C1CCCO1 (stereo unspecified)	0.2	6	-1	-3	1	14	-3	6	0	-2
O=C(COC(=O)c1ccccc1S(=O)(=O)N1CCCCC1)NCC(F)(F)F	-0.1	1	-3	-5	5	-6	-4	-8	1	4
COc1ccc(-c2nn(-c3ccccc3)cc2/C=C(\C#N)S(=O)(=O)c2ccccc2)cc1OC	3.0	2	-3	1	4	0	-2	4	-9	1
Cc1ccc(-c2noc(CCC(=O)NCc3ccccc3CN3CCOCC3)n2)cc1	0.0	4	0	-8	0	3	5	-8	4	-1
Cn1c(=O)c2cc(NC(=S)NC3CC3)ccc2n1C/C=C/c1ccccc1	11	9	0	-2	-3	5	2	3	-2	1
Cc1ccc(NS(=O)(=O)c2ccc(C(=O)N3CCCC(C(F)(F)F)C3)cc2)cc1 (stereo unspecified)	-0.1	-3	3	1	2	-11	-3	8	3	2
Cc1ccc(C)c(S(=O)(=O)N2CCCCC2CCNC(=O)C(=O)NC2CCCC2)c1 (stereo unspecified)	0.5	8	-8	-6	1	-4	-1	-11	4	-6
COc1ccc(C2NC(=O)NC3=C2C(=O)CCC3)cc1 (stereo unspecified)	-0.3	0	4	4	0	-5	-4	-3	7	6
Cc1ccc2[nH]cc(/C=C/c3cc[n+](C)cc3)c2c1	3.9	5	-37	-88	-294	1	-7	-4	2	3
C/C(=N\NC(=O)c1c(Cl)c(C)nn1C)c1ccc(NC(=O)C2CCC2)cc1	-0.4	4	1	-1	0	-1	-2	2	0	6
CCOC(=O)/C(C#N)=C1/C=CNC(=O)N1	-0.7	1	-1	-1	-3	2	2	6	-8	1
Cc1ccccc1NC(=O)c1ccc(COc2ccc3c(C)cc(=O)oc3c2)cc1	-1.7	-5	-5	5	0	4	0	4	0	-2
CN(C)CCCNC(=O)c1ccc(CN(c2ccccc2)S(C)(=O)=O)cc1	-0.4	10	1	-2	-7	-3	-6	-8	2	1
O=C(NC(=S)Nc1ccc2[nH]c(=O)[nH]c2c1)c1ccccc1Cl	0.1	9	8	6	3	-2	0	-9	6	4
Cc1nn(CCC(=O)N2CCN(S(=O)(=O)c3ccc(Cl)cc3)CC2)c(C)c1C	0.0	-5	-4	2	1	-1	4	-6	-7	-1
CC1CCN(C(=O)CNC(=O)Cc2ccccc2)CC1	0.1	5	7	1	-5	4	1	-11	5	-2
Cc1cc(S(=O)(=O)NCc2cccnc2)ccc1F	0.2	-5	0	7	7	1	-9	0	3	1
Cc1cc(C)cc(-n2c(=O)c3ccccc3n(CC(=O)NCC3CCCO3)c2=O)c1 (stereo unspecified)	0.2	-2	-3	2	-1	4	-1	15	-5	-3
CCN1C(=O)[C@H]2[C@@H](c3ccc(C)cc3)N3C(=O)N(c4cccc(Br)c4)C(=O)[C@@]3(CC(C)C)[C@H]2C1=O	0.1	-1	1	0	-1	-3	4	-4	-7	-2
C=CCN1C/C(=C/c2ccccc2)N2C(=O)CC(c3ccccc3)N=C12 (stereo unspecified)	x	2	-11	0	0	x	2	-24	-4	-4
COc1ccc(N/C(N)=N/c2nc(C)c(Cc3ccccc3)c(=O)[nH]2)cc1	0.3	11	2	4	0	1	-2	-2	-8	-1
Cc1cc(C(=O)OCC(=O)N(C)C2CCS(=O)(=O)C2)c(C)n1-c1ccccc1 (stereo unspecified)	-0.1	0	3	-2	0	-3	4	6	-3	-6
CC(C)(C)NC(=O)C1c2ccccc2OCC(=O)N1CCc1ccccc1 (stereo unspecified)	0.8	-7	-5	2	1	-6	5	-4	-6	-5
Cc1ccc2[nH]c3c(c2c1)CN(C(=O)CN(C)CC1OCCO1)CC3	4.0	-2	-3	-3	0	2	2	20	-12	22*
CS(=O)(=O)c1ccc(N2CCN(S(=O)(=O)c3cccs3)CC2)c([N+](=O)[O-])c1	-0.6	-3	1	2	5	-7	-5	-13	-9	9
CCOc1ccccc1OCC(=O)Nc1ccc2[nH]c(=O)[nH]c2c1	0.5	2	0	-3	2	-3	-3	1	-10	0
COc1ccc(N/C(=N/c2nc(C)cc(C)n2)NC(=O)c2ccccc2)cc1	0.0	0	3	0	4	-2	-6	3	3	4
CCCNC(=O)OCc1cccnc1Sc1ccc(C)cc1	0.7	-2	-7	-2	1	-10	0	-12	-2	-2
COc1ccc(S(=O)(=O)N2CCCCC2)cc1NC(=S)Nc1ccccc1	-1.4	1	1	-1	0	5	4	2	3	1
O=C(CCn1c(=S)oc2ccccc21)Nc1ccccc1F	0.2	-5	-4	0	0	12	-6	2	-5	-2
CCN1C(=O)NC(c2cccnc2)C(C(=O)OC)=C1C (stereo unspecified)	0.2	-5	0	4	2	-4	-2	11	-1	4
COc1cccc(C(=O)N2CCC(n3nccc3NC(=O)C(OC)c3ccccc3)CC2)c1 (stereo unspecified)	-0.2	-1	-3	-1	1	-6	-1	12	-5	2
CCCCOCCO	-0.4	-4	2	-2	2	4	3	-3	1	3
CCCCC(=O)Nc1nnc(CCOC)s1	-0.3	4	-5	-2	-1	-1	6	2	2	-5

Arranged by length of the SMILES (lowest first): 3 of the compounds above.
SMILES	KLK7 zymogen act	SIAE primary	Tn7 DDE FP	MBD2 DNA inh	UHRF1 binding	TCR-CD3 inh	LEDGF integ inh	TDP2 absorb	DDE Tn6 FP inh	PRMT1 FP inh
CCC(OC(=O)c1cccs1)C(=O)NCc1ccco1 (stereo unspecified)	-0.2	-2	2	5	3	-3	-1	-10	0	4
Cc1ccc(C)c(S(=O)(=O)N2CCCCC2CCNC(=O)C(=O)NC2CCCC2)c1 (stereo unspecified)	0.5	8	-8	-6	1	-4	-1	-11	4	-6
COc1ccc2[nH]c3c(c2c1)CCN1C(=O)C(CC(=O)NC(C)(C)C)C[C@H](C(=O)N2CCOCC2)[C@@]31CCC1CCCC1 (stereo partly specified)	0.4	1	-3	0	1	1	-1	-6	2	-2

Going on with the list:
SMILES	KLK7 zymogen act	SIAE primary	Tn7 DDE FP	MBD2 DNA inh	UHRF1 binding	TCR-CD3 inh	LEDGF integ inh	TDP2 absorb	DDE Tn6 FP inh	PRMT1 FP inh
COc1cccc(OCc2cc(C(=O)N(C)C3CC(C)(C)NC(C)(C)C3)no2)c1	-0.1	-1	3	-1	-3	2	-2	-10	0	0
CCOC(=O)C1CCN(S(=O)(=O)c2ccc(Cl)cc2OC)CC1	0.1	5	2	2	1	-4	-2	5	3	0
CCOC(=O)C[C@@H]1OC[C@H](C)N1S(=O)(=O)c1ccc(C)cc1	-0.6	-1	9	2	-2	-8	-4	5	1	5
COc1ccc2ccccc2c1/C=N/NC(=O)c1nnn(-c2nonc2N)c1C(C)C	40*	-31	-2	0	-3	4	-1	8	-13	-2
O=C(N[C@@H](Cc1ccc(O)cc1)C(=O)O)c1cccnc1	0.8	-4	-3	2	0	0	1	2	-2	0
COC(C[C@H]1O[C@@H]1[C@H](O)[C@H](C)OCc1ccccc1)OC	-0.2	-11	-2	4	4	3	-1	-11	-6	4
CC(=O)N1CCOc2ccc(S(=O)(=O)N3CC(C)CC(C)C3)cc21 (stereo unspecified)	-0.3	0	9	-4	-3	1	1	-1	6	-3
O=C(Nc1nc(C2C3CC4CC(C3)CC2C4)cs1)c1cc2cc([N+](=O)[O-])ccc2oc1=O (stereo unspecified)	0.5	-15	0	4	5	12	0	-16	-4	-1
O=c1oc2ccccc2c2c1cnc1ccccc12	-2.5	-9	-2	-5	-17	-1	5	-4	2	-2
COc1ccc(C2C3CCCCC3(O)CCN2C(=O)c2cccs2)cc1 (stereo unspecified)	0.5	-7	0	3	-3	3	5	4	-2	-3
COc1cc(C(=O)OCC(=O)c2ccccc2)cc2c1OCCO2	-0.6	-1	8	0	2	11	-6	4	1	3
CN(C)CCCN1c2ccccc2CCc2ccccc21	0.3	-3	-6	0	0	-3	3	-2	-4	-1
COCCN1CN=C(Nc2nc3ccccc3o2)NC1	0.1	1	5	-1	3	0	1	-2	5	0
Cc1cc(C)c(NC(=O)CSc2nc3c(c(=O)n2C)SC(C)C3)c(C)c1 (stereo unspecified)	-0.2	6	3	5	-3	3	2	8	-2	-2
O=C(CN1C(=O)c2ccccc2C1=O)NCCc1c[nH]c2ccccc12	0.1	5	2	-5	3	0	0	-2	7	-2
